# RECQ1 inh = blocks DNA unwinding by human RECQ1; P46063; RECQ1 DNA unwinding, red fluorescence kinetic read; Potency, µM (doses to about 57.3 µM), for inactives: top-dose activity, negative = inhibition, hits mostly inhibitors; 0.54% of 240,000 active;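 also: plate controls were vehicle for no effect and no enzyme for full effect; nearly all actives have a fitted effect of over 30% in size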
#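 50 nM RECQ1T1 preincubated 15 min with compound in Tris pH 8.0 buffer with MgCl2, DTT, Tween-20 and 2.5 ug/ml poly(dI-dC); started with 200 nM TAMRA/BHQ-2 forked duplex and 2 mM ATP. Unwinding read as fluorescence (525/598 nm), two reads 2 h apart.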
# Lamin A splicing = changes lamin A minigene splicing in HeLa cells; HeLa LMNA splicing GFP/RFP minigene ratio, 48 h; Potency, µM (highest dose often 46.1 µM), without a hit: at the top dose ratio change, negative = inhibition, usual class: inhibitors; 0.01% of 200,000 active; AID 1487; active = well fitted inhibition curve with a large enough effect in the signal ratio, with a control signal flat, not every such curve was filed as active; inconclusive = small, poorly fitted or top-dose-only effect, or effect the other way, or a change in a side signal; the % refers to the signal ratio; also: % is scaled to controls: 0 for no effect and ±100 for the full control effect
#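 S3 HeLa cells stably expressing lamin A-EGFP splicing minigene plus DsRed2, 600 cells/well, 48 h compound exposure at 37C. Laser-scanning cytometry; analysed as GFP (500-530 nm)/RFP (575-640 nm) total intensity ratio; 0.5% DMSO vehicle.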
# ALDH1A1 block = ALDH1A1 (human) enzyme inhibition. Purified ALDH1A1, NADH fluorescence, propionaldehyde substrate. 7.3% of 220,000 active. P00352. Potency, µM (series often up to 75.3 µM), for the others: at the top dose activity, negative = inhibition, hits mostly inhibitors; active = well fitted inhibition curve with a large enough effect, not every such curve was filed as active; inconclusive = small, poorly fitted or top-dose-only effect, or another doubt; inactive = no such curve, though single readings can be large or run the other way;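 also: plate controls were no enzyme wells and a reference inhibitor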
# SMN2 splice up = SMN2 splice variant enhancement; HEK293 SMN2-luciferase splicing reporter, luminescence, 30-36 h; Potency, µM (highest dose often 46.1 µM), for the others: at the top dose activity change, positive = activation, most hits filed as activators; 2.8% of 210,000 active; AID 1458; also: % of control where 0% means no effect; nearly all actives have a fitted effect of over 55% in size
#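 HEK293 cells carry an SMN2 minigene-luciferase reporter in which exon 7 inclusion puts luciferase in frame. Cells were seeded at 2000 cells/well, attached for 10-12 hours, then exposed to compounds for 30-36 hours at 37C before ONE-Glo luminescence.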
# JMJD2E inh = blocks human JMJD2E demethylase activity. B2RXH2. 1.6% of 230,000 active. JMJD2E catalytic domain, FDH-coupled NADH fluorescence (FDH is formaldehyde dehydrogenase). Potency, µM (series often up to 57.1 µM), for the others: at the top dose activity change, negative = inhibition, most hits filed as inhibitors. AID 2147; active = well fitted inhibition curve with a large enough effect, not every such curve was filed as active; inconclusive = small, poorly fitted or top-dose-only effect, or another doubt; inactive = no such curve, though single readings can be large or run the other way;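 also: 0% = wells with enzyme and -100% = buffer wells without enzyme; nearly all actives have a fitted effect of over 50% in size; many of its hits are not listed in these tables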
# L3MBTL1 block = blocks human L3MBTL1; Potency, µM (highest dose often 57.1 µM), inactives show at the top dose activity, negative = inhibition, hits mostly inhibitors; AID 485360; Q9Y468; 0.66% of 230,000 active; AlphaScreen L3MBTL1–H3K9me1 peptide binding; also: % is scaled to controls: 0 for no effect and ±100 for the full control effect; nearly all actives have a fitted effect of over 60% in size
# Target sequence (Q9Y468 whole entry, looked up): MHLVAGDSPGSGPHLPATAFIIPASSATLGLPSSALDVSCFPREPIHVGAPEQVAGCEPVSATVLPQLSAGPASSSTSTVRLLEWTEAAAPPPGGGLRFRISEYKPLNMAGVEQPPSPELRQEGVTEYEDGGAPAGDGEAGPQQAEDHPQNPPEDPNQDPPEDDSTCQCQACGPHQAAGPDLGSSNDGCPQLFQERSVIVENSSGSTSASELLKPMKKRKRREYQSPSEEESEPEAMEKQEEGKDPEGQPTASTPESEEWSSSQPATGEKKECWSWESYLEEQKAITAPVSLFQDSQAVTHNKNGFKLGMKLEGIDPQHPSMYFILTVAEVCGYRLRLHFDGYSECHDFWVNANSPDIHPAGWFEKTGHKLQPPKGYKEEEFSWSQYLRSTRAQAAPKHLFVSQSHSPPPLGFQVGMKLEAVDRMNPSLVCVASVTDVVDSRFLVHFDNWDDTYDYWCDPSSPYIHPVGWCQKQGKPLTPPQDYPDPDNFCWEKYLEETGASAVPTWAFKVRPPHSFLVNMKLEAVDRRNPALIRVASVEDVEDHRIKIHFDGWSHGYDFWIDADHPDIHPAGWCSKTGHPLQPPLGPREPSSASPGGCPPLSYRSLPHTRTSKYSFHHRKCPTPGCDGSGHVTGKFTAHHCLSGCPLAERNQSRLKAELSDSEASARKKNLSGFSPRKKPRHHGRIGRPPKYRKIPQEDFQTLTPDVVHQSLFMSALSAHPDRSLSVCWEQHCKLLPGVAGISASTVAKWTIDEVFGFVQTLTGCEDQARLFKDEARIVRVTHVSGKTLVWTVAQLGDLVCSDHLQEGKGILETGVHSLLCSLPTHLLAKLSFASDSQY
#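 L3MBTL1 (50 nM) pre-complexed 30 min with biotinylated H3(1-15)K9me1 peptide (75 nM), then compounds added for 30 min at room temperature; AlphaScreen streptavidin donor/nickel chelate acceptor beads (10 ug/mL final) read after 30 min dark incubation.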
# Luc counter = Kinase-Glo luciferase inhibition (counter-screen); 0.28% of 200,000 active; AID 1379; Potency, µM (top dose mostly 38.3 µM), for the others: at the highest dose activity change, negative = inhibition, actives largely listed as inhibitors; Kinase-Glo luciferase, ATP luminescence, 8 min; Q27757; also: % is scaled to controls: 0 for no effect and ±100 for the full control effect; nearly all actives have a fitted effect of over 60% in size
#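 Substrate mix (final 50 mM imidazole pH 7.2, 50 mM KCl, 7 mM MgCl2, 10 uM ATP, 0.01% Tween 20, 0.05% BSA) plus pin-tool compound, then Kinase-Glo detection mix; 8 min ambient, luminescence read.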
# Tau ThT inhib = tau fibrillization inhibition (ThT binding) | 2.1% of 270,000 active | Potency, µM (doses to about 57.4 µM), inactives show at the highest dose activity, negative = inhibition, usual class: inhibitors | recombinant tau K18 P301L (four-repeat tau fragment), heparin-induced fibrillization, ThT fluorescence; also: % is scaled to controls: 0 for no effect and ±100 for the full control effect; nearly all actives have a fitted effect of over 55% in size
# Target sequence (P10636 561-689 P618L limits assumed): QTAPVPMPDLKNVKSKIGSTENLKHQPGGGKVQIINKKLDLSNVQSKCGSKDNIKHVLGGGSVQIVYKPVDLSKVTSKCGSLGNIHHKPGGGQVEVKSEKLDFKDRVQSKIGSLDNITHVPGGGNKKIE
#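 Heparin-induced fibrillization of the P301L-mutant K18 repeat-domain fragment of human tau was followed by ThT binding in quantitative high-throughput format.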
# * = called active by the depositor; i = inactive; ? = inconclusive; . = not tested or not shown; & = joins results of further samples; [ ] = dose if it differs, or a comment. Unless noted, calls follow the shape of the dose curve; as a rule, active = well fitted curve in the direction sought with a large enough effect; inconclusive = small, poorly fitted or top-dose-only effect, or another doubt; inactive = no such curve, though single readings can be large; an effect the other way counts as inactive or inconclusive. Potency is read from the fitted curve at half-maximal effect.
SMILES	JMJD2E inh	ALDH1A1 block	Lamin A splicing	L3MBTL1 block	Luc counter	Tau ThT inhib	SMN2 splice up	RECQ1 inh
Cc1ccccc1-n1c(=O)c2c(n3cnnc13)-c1ccccc1CC21CCCCC1	-8.5%	-0.8%	-10.0%	0.7%	-1.1%	-0.7%	-4.3%	i
Cc1ccc(-n2ncc3c(NNC(=O)c4cccs4)ncnc32)cc1	-0.3%	0.6%	.	.	-3.0%	?	7.4%	-7.8%
C1CCC(NC2=NCCC2)CC1	4.7%	0.0%	5.3%	4.0%	-1.2%	-4.5%	-11.0%	-9.2%
CC1CCCN(C(=S)NCCc2ccccc2)C1 (configuration not stated)	5.1%	?	-4.0%	2.4%	-0.5%	-15.6%	28.0%	i
COC(=O)c1oc2c(c1C)C(=O)CCC2	3.1%	.	.	-2.7%	.	0.7%	.	-4.2%
C=CCOC(=O)C(C#N)c1nc2ccccc2nc1N1CCN(c2ccccc2OCC)CC1 (configuration not stated)	-5.3%	-0.6%	-15.6%	-13.7%	0.7%	-13.8%	11.8%	-21.4%
Cc1cc(NCc2ccccn2)nc2ccccc12	?	-2.5%	-0.1%	.	-2.4%	-8.1%	4.7%	-4.0%
O=C(Nc1ccccn1)c1ccc2c(c1)OCO2	-8.7%	7.0%	3.9%[46 µM]	6.9%	11.2µM*	-7.6%	11.2µM*	1.3%
CC1CN(S(=O)(=O)c2ccc(C(=O)Nc3sc4c(c3C(N)=O)CCN(C)C4)cc2)CC(C)O1 (configuration not stated)	-2.0%	8.5%	-4.5%	?	1.0%	1.9%	28.3%	5.9%
CC(C)(CNC(=O)c1ccc(S(=O)(=O)N2CCCC2)cc1)N1CCOCC1	-5.4%	?	-23.2%[46 µM]	-14.6%	-2.4%	1.8%	7.8%	-12.4%
CCCn1c(SCC(=O)N2CCCC(C)C2)nnc1-c1ccccn1 (configuration not stated)	-3.8%	?	?	0.6%	0.5%	-2.4%	-4.7%	i
Cc1ccc(OCC(=O)NNC(=O)C2CCN(c3nc(C)cc(C)n3)CC2)cc1	9.3%	-3.1%	9.1%[0.0737 µM]	1.1%	2.6%	-4.5%	-4.1%	-7.0%
COc1ccc(OC)c(/C=N/c2oc(-c3ccco3)c(-c3ccco3)c2C#N)c1	?	?	2.0%	25.1µM*	.	?	.	?
Fc1ccccc1NC(=S)Nc1ccc(CN2CCOCC2)cc1	5.4%	-8.2%	-14.2%[46 µM]	.	9.0%	-0.3%	.	-2.8%
Cc1ccc(C)c(NC(=O)c2ccccc2NC(=O)C2CCCO2)c1 (configuration not stated)	-1.1%	0.1%	?	-0.4%	1.9%	-3.1%	3.2%	i
Cc1onc(C(=O)/C=C/N(C)C)c1C(=O)Nc1nccs1	6.6%	-0.7%	-1.9%	-0.1%	-4.0%	-10.2%	-19.4%	-8.1%
Cn1cc(Cl)c(-c2nc3ccccc3[nH]2)n1	?	-13.4%	5.6%	.	-11.0%	-4.3%	15.8µM*	-2.1%
CN(Cc1ccccc1)Cc1c[nH]c2ccccc12	-1.5%	-10.6%	?	0.1%	-5.3%	-2.7%	-6.7%	i
O=C(CCc1ccccc1)Nc1ccccc1F	1.2%	0.7%	10.8%	.	-17.2%	-12.2%	15.8µM*	-5.2%
Cc1ccccc1Nc1nnc(SCC(=O)c2cc3ccccc3o2)s1	3.6%	?	?	-15.1%	0.9%	?	-3.6%	-20.0%

# As entered above:
# `Cc1ccccc1Nc1nnc(SCC(=O)c2cc3ccccc3o2)s1` @ L3MBTL1 block = -15.1%
# `Cn1cc(Cl)c(-c2nc3ccccc3[nH]2)n1` @ Tau ThT inhib = -4.3%

# Following part
SMILES	JMJD2E inh	ALDH1A1 block	Lamin A splicing	L3MBTL1 block	Luc counter	Tau ThT inhib	SMN2 splice up	RECQ1 inh
COc1ccccc1NC(=O)c1ccc(C)s1	0.5%	-4.0%	-3.2%	19.8%	-4.9%	-9.7%	12.6µM*	-1.5%
COc1cccc(NC(=O)Nc2cc(NC(=O)Nc3cccc(OC)c3)c(C)nc2C)c1	5.8%	8.7%	-1.3%	1.0%	1.4%	9.1%	15.9%	-15.3%
CC/C(C)=C1\SC(N2CCN(c3cccc(C(F)(F)F)c3)CC2)=NC1=O	9.2%	-14.2%	?	-0.5%	-4.4%	-20.4%	-50.9%[inhibitor]	-1.9%
CC(=O)c1ccc(N2C(=NC(=O)C(C)C)SC3CS(=O)(=O)CC32)cc1 (configuration not stated)	-2.6%	-7.4%	-4.5%	5.2%	1.1%	-3.2%	1.7%	i
COc1ccc(Nc2cc(C)nc(NCc3ccccc3)n2)cc1	-0.3%	.	.	?	.	?	.	i
CCc1ccc(N2CC(C(=O)Nc3cc(C)ccc3F)CC2=O)cc1 (configuration not stated)	-20.2%	-1.1%	2.6%	19.8%	1.0%	-0.8%	7.2%	-8.9%
COc1cc(-c2[nH]ncc2CN(C)Cc2cc(C)[nH]n2)cc(OC)c1OC	2.0%	5.2%	.	-4.0%	2.2%	-4.1%	-1.3%	7.0%
CC(C)CN1CCN(CC#Cc2ccccc2)CC1CCO (configuration not stated)	-0.3%	?	.	1.8%	0.4%	-7.5%	.	i
O=C(O)c1ccc2c(c1)OCCO2	13.3%	1.5%	0.7%	.	-2.7%	-9.7%	22.0%	-0.7%
Cc1c(NC(=O)C(C)Sc2nc3ccccc3c(=O)n2CCO)c(=O)n(-c2ccccc2)n1C (configuration not stated)	-5.5%	14.8%	2.5%	-2.9%	-0.5%	-7.2%	8.6%	-7.6%
COC(=O)c1cn(NC(=O)c2cccc(OC)c2)c(=O)c2ccccc12	1.5%	10.0%	8.1%	6.3%	-0.9%	-6.9%	-5.5%	3.1%
COc1ccc(OC)c(-c2csc(NC(=O)C3c4ccccc4Oc4ccccc43)n2)c1	-2.0%	7.9%	?	-17.0%	2.5%	-0.3%	5.0%	-14.9%
c1cnc2ncc3sccc3c2c1	-14.9%	-4.0%	?	-0.7%	-0.8%	3.9%	14.2%	-14.6%
C=CCN(C(=O)Nc1ccc(F)cc1)C1CC(=O)N(c2ccc(OC)cc2)C1=O (configuration not stated)	7.1%	1.0%	-15.5%	-1.9%	-2.8%	-5.3%	-17.2%	-10.8%
CCC(=O)N1c2ccccc2-c2nnc(SC)nc2OC1c1ccc(N(C)C)cc1 (configuration not stated)	2.0%	15.8µM*	-7.5%	-14.2%	1.6%	-13.7%	-0.7%	-0.3%
COc1cccc(-c2ccc(=O)n(CC(=O)Nc3cc4c(cc3NC(C)=O)OCCO4)n2)c1	-0.6%	1.9%	7.7%	2.8%	-1.1%	-8.1%	-22.8%	-0.4%
COc1ccc(C(=O)OCCN2C(=O)c3ccccc3C2=O)cc1	-1.3%	2.2%	0.9%	6.0%	-4.4%	-23.1%	-23.0%	4.0%
O=C(Nc1ccc(F)cc1)C1CCN(c2nnnn2-c2ccccc2)CC1	-5.8%	14.1µM*	-6.3%	6.6%	-0.4%	1.6%	-0.8%	i
C=CCNC(=O)c1ccc([N+](=O)[O-])c(Cl)c1	-3.0%	-4.9%	.	-2.6%	-0.5%	6.0%	13.2%	i
CC(C)C(=O)N1CCN(c2ccc(NC(=O)c3cccs3)cc2Cl)CC1	-0.3%	-4.7%	-6.4%[46 µM]	1.5%	3.7%	?	.	i
Cc1ccc(CNCC(O)(c2ccccc2)c2ccc(Cl)cc2)cc1 (configuration not stated)	-2.4%	9.3%	.	44.5%[activator]	1.3%	-6.4%	-51.4%[inhibitor]	-10.5%
CCSc1ncc(Cl)c(C(=O)Nc2sc3c(c2C(=O)NCc2cccnc2)CCCC3)n1	4.8%	?	12.6%	1.1%	-1.2%	?	-4.2%	-5.8%
CCSC1=N/C(=C/c2ccsc2)C(=O)N1c1ccccc1	?	?	?	58.6%[activator]	3.7%	-10.8%	-13.7%	-8.9%
O=C1c2cccc3c([N+](=O)[O-])c(O)cc(c23)C(=O)N1Nc1ccccc1	1.8%	?	?	-17.2%	-0.9%	5.01µM*	-7.5%	17.1%
Fc1ccc(-c2ccnc3nc(N4CCN(c5ccccc5)CC4)nn23)cc1	9.3%	-4.2%	-2.3%	6.8%	-0.6%	-11.6%	-22.9%	-5.0%
Cc1cc(NC(=O)CCCn2nc(C)c([N+](=O)[O-])c2C)no1	-0.2%	1.3%	26.3%[46 µM]	11.2%	2.5%	0.9%	10.1%	-15.6%
CC1(C2CC2)NC(=O)NC1=O (configuration not stated)	10.0%	5.5%	6.5%	.	-1.3%	-0.4%	-1.1%	-1.4%
O=c1c2ccccc2c(C=Nc2cccc(S(=O)(=O)NCc3ccco3)c2)c(O)n1-c1ccc(Cl)cn1	-6.7%	?	-11.1%	5.9%	.	-2.3%	.	2.7%
Cc1cc(C)cc(-n2c(C)nc3cc(C(=O)O)ccc32)c1	-2.3%	-3.9%	.	.	.	-4.2%&-8.5%	3.6%	-0.5%
CCCCCC(=O)NC(NC(=S)NC1CCS(=O)(=O)C1)C(Cl)(Cl)Cl (configuration not stated)	3.0%	?	-13.7%	?	-3.2%	8.9%	-4.9%	i
COc1cc(-c2noc(CCCC(=O)NCc3ccco3)n2)cc(OC)c1OC	2.8%	-13.7%	-5.2%	-5.8%	-2.5%	2.9%	10.4%	-2.8%
C=CC[n+]1c(/C=C2\C=Cc3cc(C)ccc3N2CC)ccc2ccccc21	?	?	?	?	-23.0%	3.55µM*	-63.1%[inhibitor]	-22.0%
CCc1cc2c(cc3c(=O)n(CC(=O)NCCCN4CC(C)CC(C)C4)ncn32)s1 (configuration not stated)	-5.2%	?	5.1%	.	16.6%	-12.2%	2.2%	-5.0%

# Screening results deposited in PubChem BioAssay by National Center for Advancing Translational Sciences (NCATS).

# This is a subset (hit frequency here may not be typical).
